Source: PubChem BioAssay (Broad Institute)
ERp5 block = inhibitors of ERp5-driven insulin aggregation, primary screen, biochemical, turbidity, absorbance 650 nm, single point. Protein disulfide-isomerase A6 (Homo sapiens), Q15084. 90 min. inhibition, % at 9.99 µM. 350,000 compounds, 0.05% hits. AID 651711, 2012;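 active = mean replicate inhibition above about 25%, with every replicate also reaching it, limit read from the data, passing the limit was not always enough; inconclusive = only one of those two criteria met; inactive = neither criterion met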
Target sequence (Q15084 whole entry, looked up): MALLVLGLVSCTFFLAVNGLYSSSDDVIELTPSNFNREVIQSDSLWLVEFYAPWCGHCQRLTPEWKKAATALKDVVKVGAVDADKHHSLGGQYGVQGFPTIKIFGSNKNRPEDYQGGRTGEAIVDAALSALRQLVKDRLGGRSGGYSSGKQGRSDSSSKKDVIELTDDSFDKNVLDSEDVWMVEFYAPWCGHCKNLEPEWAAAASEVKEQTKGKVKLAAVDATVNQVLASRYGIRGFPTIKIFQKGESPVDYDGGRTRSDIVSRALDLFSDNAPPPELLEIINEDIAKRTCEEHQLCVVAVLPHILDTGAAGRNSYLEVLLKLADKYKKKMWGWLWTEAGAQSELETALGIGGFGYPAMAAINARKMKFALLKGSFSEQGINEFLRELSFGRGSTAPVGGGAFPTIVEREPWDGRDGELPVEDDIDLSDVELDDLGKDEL
PglD inh = C. jejuni PglD acetyltransferase inhibitors, primary screen, biochemical, DTNB colorimetric, single point; inhibition, % at 12.5 µM; 360,000 compounds, 0.098% hits; purified PglD enzyme, DTNB colorimetric CoA detection; UDP-N-acetylbacillosamine N-acetyltransferase PglD (Campylobacter jejuni); AID 602405, 2012; in the data active = inhibition above about 16%, passing the limit was not always enough; inconclusive = no clear call, values can overlap the other calls; note: strong numbers were not always called active
DENV2 CPE = inhibitors of DENV2 cytopathic effect, primary screen, cell-based, plate reader, single concentration; DENV2-infected cells, cytopathic effect rescue; CPE inhibition, % at 9.99 µM; 350,000 compounds, 1.7% hits; in the data active = CPE inhibition above about 20%, passing the limit was not always enough; inconclusive = no clear call, values can overlap the other calls; tested in BHK-21 cells;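 note: 0% = median of neutral control wells and 100% = median of positive control wells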
Statin myotox sup = suppressors of statin myotoxicity in C2C12 myotubes, primary screen, cell-based, single point, plate reader; C2C12 myotubes + simvastatin, ATP luminescence, 48 h; scaled: DMSO 0, geranylgeraniol control 100; rescue of ATP level, % at 7.49 µM; 330,000 compounds, 0.78% hits;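 active = mean ATP rescue above about 67%, or every replicate alone reaching that limit, limit read from the data, passing the limit was not always enough; inconclusive = no clear call, values can overlap the other calls; inactive = mean under the limit and some replicate under it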;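 note: myotubes were challenged with 10 µM simvastatin during compound exposure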
SIRT5 inh = SIRT5 desuccinylase inhibitors, primary screen, biochemical, fluorescence imaging, single point, set 5; NAD-dependent protein deacylase sirtuin-5, mitochondrial (Homo sapiens), Q9NXA8; Purified SirT5, succinyl-peptide AMC, trypsin-coupled fluorescence; inhibition, % at 15 µM; 330,000 compounds, 1.1% hits; in the data active = inhibition above about 15%; inconclusive = no clear call, values can overlap the other calls
Target sequence (Q9NXA8 whole entry, looked up): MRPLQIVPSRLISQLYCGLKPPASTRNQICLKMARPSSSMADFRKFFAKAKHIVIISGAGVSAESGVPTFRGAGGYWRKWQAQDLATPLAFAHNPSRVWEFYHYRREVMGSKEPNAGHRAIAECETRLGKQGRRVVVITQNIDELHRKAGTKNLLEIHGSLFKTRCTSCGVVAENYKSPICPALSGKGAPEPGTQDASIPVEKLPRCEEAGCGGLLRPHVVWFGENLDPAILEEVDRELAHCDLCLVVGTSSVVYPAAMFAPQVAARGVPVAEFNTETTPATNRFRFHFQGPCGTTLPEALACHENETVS
E-sel inducer = E-selectin induction in HUVECs, primary screen, imaging, HUVEC, immunofluorescence imaging, single point; P16581; normalized: neutral wells 0, TNF-alpha wells 100; activation, % at 7.58 µM; 260,000 compounds, 0.37% hits; AID 686992, 2013;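 active = mean E-selectin-positive cell signal at least 10% of the positive control, reached in at least 60% of replicates, without over 20% cell loss; inconclusive = no rule given, readout overlaps actives, possibly toxicity-flagged; inactive = the rest, including those meeting only one limit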;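 note: in these data hits start at about 27%; measured in HUVEC primary endothelial cells; signal is the percent of cells scored E-selectin positive by PE staining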
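Read-out: % PE-positive cells | Test system: HUVEC | Doses: One compound dose added by pin transfer | Buffer or medium: EGM-2 over gelatin coat | Signal: Immunofluorescence imaging | Benchmarks: TNF-alpha, DMSO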
S100A4 inh HTS = inhibitors of S100A4-myosin IIA peptide binding, primary screen, biochemical, fluorescence polarization, TAMRA-MyoIIA peptide; Protein S100-A4 (Homo sapiens), P26447; inhibition, % at 10.7 µM; 360,000 compounds, 0.14% hits;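 active = mean inhibition of at least 70% across replicates, with every replicate also reaching that level; inconclusive = mean inhibition reaches 70% but some replicates fall short; inactive = mean inhibition below 70%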
Target sequence (P26447 whole entry, looked up): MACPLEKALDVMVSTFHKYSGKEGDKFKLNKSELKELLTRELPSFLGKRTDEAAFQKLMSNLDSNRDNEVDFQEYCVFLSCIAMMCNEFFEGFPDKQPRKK
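assay system = human S100A4 monomer with TAMRA-labelled myosin IIA peptide | also added = labelled myosin peptide probe, 5 nM | incubation = 5 min between mix addition and reading | control set = DMSO and TFP controls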
An asterisk follows results filed as active; ? = inconclusive; . = no result given; & = joins results of further samples. Not all compounds are listed. The share of hits here may be higher or lower than overall.

SMILES	ERp5 block	PglD inh	DENV2 CPE	Statin myotox sup	SIRT5 inh	E-sel inducer	S100A4 inh HTS
Cc1cc(N2CCN(C)CC2)n2nc(-c3ccc(Cl)cc3)nc2n1	-1	.	35*	.	1	-0.1	-2
C[C@@H]1CN([C@@H](C)CO)C(=O)c2cc(NC(=O)Nc3cccc4ccccc34)ccc2O[C@@H]1CN(C)C(=O)NC1CCCCC1	4	1	-4	-7	-1	0.1	5
COc1ccc(C(O)(C2CCCCC2)C(CN2CCCC2)c2ccccc2)cc1 (centres undefined)	3	-4	3	-5	-3	0.5	6
CCN(CC)C(=O)CSc1nnc2nnc3cc(C)ccc3n12	0	0	-19	.	14	-0.3	-3
COc1ccc(OC)c(NC(=O)COC(=O)/C=C/c2ccco2)c1	-3	3	-4	-6	1	-2.3	3
COc1ccc(N2C(=O)CC(Sc3nnc(-c4ccccc4F)n3C)C2=O)cc1 (centres undefined)	6	.	-4	.	-1	.	-5
C=CCn1c(COc2ccc(OC)cc2)nc2ccccc21	1	5	-1	11	0	.	-4
C[C@@H]1CN([C@@H](C)CO)C(=O)c2cc(NC(=O)CCN3CCOCC3)ccc2O[C@H]1CN(C)Cc1ccncc1	8	-1	?	-17	-4	32*	25
CCC(=O)N1CC(=O)N2[C@@H](CO)[C@@H](c3ccc(C#CCc4ccccc4)cc3)[C@@H]2C1	6	.	6	.	-3	0.0	3
N#CCN(C(=O)COC(=O)C1CC2CCCC(C1)C2=O)c1ccccc1 (centres undefined)	-11	-2	2	12	-6	1.8	0
C[C@@H](NC(=O)C[C@@H]1C[C@H]2c3cc(NS(=O)(=O)c4ccc(F)cc4)ccc3O[C@H]2[C@@H](CO)O1)c1ccccc1	-2	-1	1	4	-4	-0.3	1
CNC[C@@H]1Oc2cc(-c3cccnc3)ccc2S(=O)(=O)N([C@@H](C)CO)C[C@H]1C	-1	3	-2	-12	-9	.	-32
CC(=O)N1CCCc2cc(S(=O)(=O)N(C)CC(=O)Nc3ccccc3)ccc21	0	-1	1	5	3	-0.2	1
Fc1ccc(-c2csc(N3CCOCC3)n2)cc1	3	.	-1	.	0	9.9	-3
COc1ccc(S(=O)(=O)N2CCC(C(=O)NCCC(=O)Nc3cccc(OC)c3)CC2)cc1	5	-1	-3	19	-2	.	0
O=C(O)c1ccc(C=NN=Cc2ccco2)cc1	-10	.	16	.	-1	1.6	1
Nc1ccccc1-c1ccccc1N	1	.	.	.	2	.	-5
COc1ccccc1C(=O)NCCC(=O)N1CCN(c2ccc(C(F)(F)F)cn2)CC1	4	-3	-12	-16	1	2.8	8
C[C@@H]1CCCCO[C@@H](CN(C)CC2CCCCC2)[C@@H](C)CN([C@@H](C)CO)C(=O)c2cc(NS(=O)(=O)c3cccs3)ccc2O1	4	-2	1	.	1	-0.1	-1
CCC(=O)N(C)C[C@@H]1Oc2ncc(C3=CCCC3)cc2C(=O)N([C@@H](C)CO)C[C@H]1C	6	1	-1	-27	-3	?	-1
CCCCCCn1cc(C(=O)OCC)c(=O)c2cc(F)c(F)cc21	-4	.	-4	-3	2	4.8	0
C[C@@H]1CN([C@H](C)CO)C(=O)c2cc(C#Cc3cccnc3)cnc2O[C@@H]1CN(C)Cc1ccncc1	12	-6	-2	-14	-3	-0.2	-14
CC(C)N(Cc1ccccc1)C(=O)CN1C(=O)COc2ccc(S(=O)(=O)N3CCCCCC3)cc21	5	-1	-2	-28	3	.	-2
COc1ccccc1C1=NOC(Cn2c(NCCOCCO)nc3c2c(=O)n(C)c(=O)n3C)C1 (centres undefined)	2	-3	3	.	-3	.	-2
CC(C)CN(C(=O)COC(=O)c1cc(=O)[nH]c2ccccc12)c1c(N)n(Cc2ccccc2)c(=O)[nH]c1=O	3	-2	16	22	0	-0.1	-1
SMILES	ERp5 block	PglD inh	DENV2 CPE	Statin myotox sup	SIRT5 inh	E-sel inducer	S100A4 inh HTS
CCCCn1nnnc1C(C1CC1)N1CCN(C/C=C/c2ccccc2)CC1 (centres undefined)	0	-1	2	-7	1	-1.5	-1
CCS(=O)(=O)Nc1ccc2c(c1)C(=O)N(C)[C@@H]1CC[C@@H](CC(=O)OC)O[C@H]1CO2	0	4	-1	-15	-2	0.1	1
Cc1ccc(/C=C/c2ccc(=O)n(Cc3ccc(F)cc3)n2)cc1	4	.	7	16	1	.	-2
COc1ccc(CNC(=O)CCCn2nc(C)c3c(C)n(-c4ccc(C)cc4)nc3c2=O)cc1OC	2	4	?	19	1	.	-3
Cc1cc2cccc(C)c2nc1SCC(=O)NCC1CCCO1 (centres undefined)	0	1	-4	1	4	.	-2
CN(C)CC(=O)Nc1ccc2c(c1)[C@H]1C[C@H](CC(=O)NCCN3CCCCC3)O[C@@H](CO)[C@H]1O2	-2	1	?	1	-3	-0.4	-38
C[C@H](NC(=O)[C@@H]1[C@@H](CO)[C@@H]2Cn3c(ccc(-c4ccccc4F)c3=O)[C@H]1N2C)c1ccccc1	1	-2	2	5	-5	0.1	-5
COC(=O)/C(=C/c1ccco1)NC(=O)c1ccco1	-22	.	12	.	-1	.	0
CCN(CC)C(=O)CC(c1ccc2c(c1)OCO2)c1c(O)cc(OC)cc1OC (centres undefined)	-4	4	-1	3	-5	-0.2	12
C[C@@H]1CN([C@@H](C)CO)C(=O)c2cc(-c3cccc(C#N)c3)cnc2O[C@@H]1CN(C)Cc1ccc(F)cc1	-9	1	-2	-2	-4	-0.2	-62
CCN1CCN(c2cc(C)c3cc(NC(=O)c4cccs4)ccc3n2)CC1	-8	-4	-7	-29	6	-0.1	7
Cc1cc(=O)oc(C)c1C(=O)Nc1ccccc1F	2	-4	15	.	-2	-0.1	-5
O=C(COC(=O)c1ccc2c(c1)OCO2)Nc1ccccc1	0	.	4	.	2	11	-17
CN(C)c1ccnc2c[cH-]cc12.[Fe].c1ccc(-[c-]2[c-](-c3ccccc3)[c-](-c3ccccc3)[c-](-c3ccccc3)[c-]2-c2ccccc2)cc1 (centres undefined)	-7&0	-2&-4	-8	-16&-24	-1	-0.1&-0.1	0&30
O=C(OCc1ccc(Cl)c(Cl)c1)c1cccnc1Cl	2	-6	0	-8	-1	-0.3	2
COc1ccc(/C=C(/NC(=O)c2ccco2)C(=O)N2CCCC2=O)cc1	3	.	2	.	2	.	-3
CN(C)CCNC(=O)c1c(CSc2ccc(Cl)cc2)noc1C(=O)NCc1ccccc1	-4	-5	9	-9	-5	-0.1	0
COc1cccc(C2CC(c3ccccc3C)n3nc(N)nc3N2)c1 (centres undefined)	5	7	5	11	.	0.9	0
CC(C)[C@H](NS(=O)(=O)/C=C/c1ccccc1)C(=O)OCC(=O)NC(N)=O	3	.	7	0	-2	0.0	-20
CCNC(=O)Nc1ccc2c(c1)C(=O)N(C)[C@@H]1CC[C@@H](CC(=O)NCc3cccc(F)c3)O[C@H]1CO2	.	-1	-1	1	.	-0.1	.
Cc1cc(C(=O)NNC(=O)CCCCC(=O)NNC(=O)c2cc(C)[nH]n2)n[nH]1	0	.	4	.	-8	-0.2	-1
COc1ccc(F)cc1S(=O)(=O)Nc1ccc2c(c1)OCCO2	3	3	-4	-3	.	.	35
O=C(N/N=C/c1ccncc1)c1ccccc1OCc1ccc(Br)cc1	0	.	-3	3	4	0.7	0
COc1cc(OC)c2c(-c3ccccc3)cc(=O)oc2c1C(CCN1CCCC(C)C1)c1ccc2c(c1)OCO2 (centres undefined)	-5	-111	-8	7	.	0.0	-3
Cc1noc(C)c1S(=O)(=O)Nc1ccc2c(c1)C(=O)N([C@H](C)CO)C[C@H](C)[C@@H](CN(C)C(=O)NC(C)C)OCCCC[C@@H](C)O2	2	-4	-10	.	6	.	8

Structures above that have an aryl thioether with sulfur outside any ring, in the order listed:
SMILES	ERp5 block	PglD inh	DENV2 CPE	Statin myotox sup	SIRT5 inh	E-sel inducer	S100A4 inh HTS
CCN(CC)C(=O)CSc1nnc2nnc3cc(C)ccc3n12	0	0	-19	.	14	-0.3	-3
COc1ccc(N2C(=O)CC(Sc3nnc(-c4ccccc4F)n3C)C2=O)cc1 (centres undefined)	6	.	-4	.	-1	.	-5
Cc1cc2cccc(C)c2nc1SCC(=O)NCC1CCCO1 (centres undefined)	0	1	-4	1	4	.	-2
CN(C)CCNC(=O)c1c(CSc2ccc(Cl)cc2)noc1C(=O)NCc1ccccc1	-4	-5	9	-9	-5	-0.1	0

Continuation:
SMILES	ERp5 block	PglD inh	DENV2 CPE	Statin myotox sup	SIRT5 inh	E-sel inducer	S100A4 inh HTS
O=C(C[C@@H]1C=C[C@H](NC(=O)C2CCC2)[C@@H](CO)O1)NCC1CC1	3	-3	-3	-2	14	-0.1	6
Nc1ccc(S(=O)(=O)Nc2nccc(/C=C/c3ccc(Cl)cc3Cl)n2)cc1	-10	-1	-3	.	0	.	-6
C[C@@H]1CCCCO[C@H](CN(C)CC2CC2)[C@H](C)CN([C@H](C)CO)C(=O)c2cc(NC(=O)NC3CCCCC3)ccc2O1	0	.	-12	.	-3	0.4	8
Cc1ccc(OCc2nnc(-c3ccc(Cl)cc3)o2)cc1	.	2	?	.	-3	.	-1
Cc1ccc(OCCNC(=O)c2ccccc2F)cc1	-1	1	16	4	-4	-0.2	-7
CC(C)NC(=O)Nc1ccc2c(c1)C(=O)N([C@H](C)CO)C[C@H](C)[C@@H](CN(C)C(=O)NC1CCCCC1)OCCCC[C@@H](C)O2	-4	1	0	.	6	0.1	-1
CO[C@H]1CN(C)C(=O)c2ccc(NC(=O)C3CCC3)cc2OC[C@@H](C)N(Cc2ccc(F)cc2)C[C@@H]1C	0	0	2	8	6	0.0	19
O=S(=O)(NCc1ccccn1)c1ccc(Cl)c(C(F)(F)F)c1	-2	-1	17	0	-8	.	-7
O=C(CCc1cccc(Cl)c1)N1CCCC(Nc2ccccc2)C1 (centres undefined)	8	4	-4	6	-5	.	1
Cn1c(=O)oc2cc(S(=O)(=O)N3CCC(C(=O)N4CCc5ccccc5C4)CC3)ccc21	2	5	6	-1	-2	0.0	8
COC(CN(C)C(=O)c1ccc(CS(=O)(=O)c2ccccc2C)o1)OC	0	4	12	-1	-3	49*	0
CN(CCNC(=O)c1ccc(CS(=O)(=O)c2c(Cl)cccc2Cl)o1)CCc1ccccc1	2	.	-1	.	-2	.	-5
CSc1cccc(NC(=S)Nc2cc(C)ccc2C)c1	-4	4	2	7	1	0.0	-5
Cc1ccc(NC(=O)C(C)OC(=O)c2ccc(NC(=O)CC#N)cc2)cc1S(=O)(=O)N1CCOCC1 (centres undefined)	-1	-2	2	3	1	1.4	-5
C[C@H](CO)N1C[C@H](C)[C@@H](CN(C)C(=O)CN(C)C)Oc2ncc(C3=CCCC3)cc2C1=O	-3	0	4	7	1	-0.1	-16
CCc1c(C(=O)NCCc2cccc(C)c2)[nH]c(C)c1C(C)=O	7	.	12	12	11	0.3	0
Cc1nc2c(C)c(C)c(C)c(C)c2nc1C	3	-4	-3	.	0	-2.0	-30
C[C@@H]1CN([C@H](C)CO)C(=O)c2cc(NC(=O)CCC(F)(F)F)ccc2O[C@@H](C)CCCCO[C@H]1CN(C)S(=O)(=O)c1cn(C)cn1	3	-1	2	22	-2	-0.2	-8
COc1ccc(OC)c(CNC(=O)c2coc(=O)c3ccccc23)c1	1	-1	5	-3	-2	.	13
CCCCNC(=O)CSc1nnc(Cc2ccccc2)n1CC1CCCO1 (centres undefined)	?	.	2	.	-1	.	3
Cc1cc(C=C2C(=O)c3ccccc3C2=O)c(C)n1-c1ccc(Cl)cc1	0	.	.	27	-1	.	6
